# A3A deaminase: APOBEC3A ssDNA deaminase inhibitors, primary screen, selectivity assay for APOBEC3G inhibitor project, biochemical, FAM/TAMRA oligo cleavage fluorescence; inhibition, % at 20 µM; actives 0.41% (n = 330,000); DNA dC->dU-editing enzyme APOBEC-3A (Homo sapiens), P31941; recombinant A3A, FAM/TAMRA ssDNA deamination fluorescence;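 active = at least 40% inhibition at 20 µM here, with at most 30% in a related deaminase screen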;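 also: plate controls were A3A with DMSO for no effect and wells lacking A3A enzyme for full effect; some results filed as inactive read as strong as hits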
# Target sequence (P31941 whole entry, looked up): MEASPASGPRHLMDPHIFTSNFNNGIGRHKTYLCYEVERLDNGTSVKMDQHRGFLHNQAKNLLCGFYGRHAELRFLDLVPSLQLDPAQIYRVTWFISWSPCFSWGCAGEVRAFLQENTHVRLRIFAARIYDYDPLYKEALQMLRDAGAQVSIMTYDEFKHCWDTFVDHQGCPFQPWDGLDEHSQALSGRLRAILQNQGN
# beta cell repl: inducers of MIN6 beta-cell proliferation, primary screen, ATP luminescence, uHTS. MIN6 cells proliferation, ATPlite luminescence, 48 h; cells starved in 0.2% serum; 100% = growth in 10% serum. proliferation, % at 10 µM. actives 0.29% (n = 330,000). AID 2380, 2010;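 active = compounds whose signal lies at least 3.5 SD above the mean of all wells on their plate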;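 also: 0% = DMSO-treated cells in low-serum medium and 100% = 10% serum control; some compounds called inactive have numbers as strong as hits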
# NR3A LBD binder: binders of NR3A ligand-binding domain, primary screen, biophysical, differential scanning fluorimetry, uHTS; Glutamate receptor ionotropic, NMDA 3A (GRIN3A) ligand-binding domain; NR3A LBD differential scanning fluorimetry, Tm shift; 0% = protein alone, 100% = glycine-bound protein; Tm shift relative to glycine control, % at 25 µM; actives 2.5% (n = 340,000);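 active = melting temperature shift of at least 10% of the positive control shift, at one fixed dose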
# A3G deaminase: APOBEC3G DNA deaminase inhibitors, primary screen, biochemical, fluorescence, single-stranded DNA substrate, uHTS. recombinant A3G, ssDNA deamination FAM/TAMRA fluorescence. inhibition, % at 20 µM. actives 0.28% (n = 330,000). DNA dC->dU-editing enzyme APOBEC-3G (Homo sapiens), Q9HC16;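 active = inhibition of at least 40% at 20 µM, with no more than 30% in the related APOBEC3A deaminase screen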;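 also: plate controls were DMSO wells with A3G for no effect and wells lacking A3G enzyme for full effect; some compounds called inactive have numbers as strong as hits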
# Target sequence (Q9HC16 whole entry, looked up): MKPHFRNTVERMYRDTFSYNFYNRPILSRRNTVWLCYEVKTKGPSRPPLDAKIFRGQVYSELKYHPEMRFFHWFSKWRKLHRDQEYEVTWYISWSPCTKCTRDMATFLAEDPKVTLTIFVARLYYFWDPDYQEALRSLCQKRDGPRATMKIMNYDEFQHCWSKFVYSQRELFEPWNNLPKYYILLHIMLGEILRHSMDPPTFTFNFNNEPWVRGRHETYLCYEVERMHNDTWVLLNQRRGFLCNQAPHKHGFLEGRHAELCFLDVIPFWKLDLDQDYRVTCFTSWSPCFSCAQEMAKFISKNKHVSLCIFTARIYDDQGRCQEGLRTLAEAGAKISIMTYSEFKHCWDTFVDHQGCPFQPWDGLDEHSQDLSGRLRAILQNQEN
# MPTP block: mitochondrial permeability transition pore inhibitors, primary screen, biochemical, isolated mouse mitochondria, absorbance; AID 602449, 2012; actives 1.4% (n = 360,000); Ca2+ swelling absorbance, 30 min; inhibition, % at 10 µM;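 active = inhibition of 50% or more, scaled per plate between neutral and stimulator controls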;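 also: 0% = DMSO wells given calcium and 100% = 1 mM EGTA wells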
# mIAP inh: inhibitors of mouse IAP, primary screen, biochemical, luminescence, uHTS; purified mouse IAP, CDP-Star luminescence, 30 min; inhibition, % at 10 µM; actives 0.2% (n = 330,000);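 active = inhibition of at least 40% at 10 µM in the primary screen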;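 also: plate controls were DMSO with enzyme for no effect and no enzyme wells for full effect; values of inactives mirror those of a sister screen read the other way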
# hIAP activ: human IAP activators, primary screen, biochemical, luminescence, uHTS. purified human IAP, CDP-Star luminescence, 30 min; stronger effect = higher value; 1 = vehicle-only enzyme, 0 = enzyme-free background. activation factor at 10 µM. actives 0.16% (n = 330,000). Intestinal-type alkaline phosphatase (Homo sapiens), P09923. AID 2524, 2010;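 active = activation factor of the enzyme at least 2-fold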; also: the source names both 10 and 20 µM as test concentration; values of inactives mirror those of a sister screen read the other way
# Target sequence (P09923 whole entry, looked up): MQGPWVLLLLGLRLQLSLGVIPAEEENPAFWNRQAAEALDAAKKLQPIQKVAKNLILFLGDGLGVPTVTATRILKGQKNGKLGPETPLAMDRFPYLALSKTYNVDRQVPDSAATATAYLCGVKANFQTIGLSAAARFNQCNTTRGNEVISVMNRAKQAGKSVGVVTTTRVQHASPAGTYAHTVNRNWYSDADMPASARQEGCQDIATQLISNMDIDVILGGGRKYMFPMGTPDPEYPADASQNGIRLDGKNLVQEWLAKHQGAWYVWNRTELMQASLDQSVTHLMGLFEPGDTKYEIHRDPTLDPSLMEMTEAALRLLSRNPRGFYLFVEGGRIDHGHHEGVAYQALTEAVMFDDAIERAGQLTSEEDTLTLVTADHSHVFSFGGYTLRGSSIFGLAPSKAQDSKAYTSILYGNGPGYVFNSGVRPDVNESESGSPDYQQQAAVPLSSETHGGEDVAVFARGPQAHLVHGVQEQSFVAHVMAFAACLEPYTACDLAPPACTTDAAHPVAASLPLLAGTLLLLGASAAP
# hIAP inh: human IAP inhibitors, primary screen, biochemical, luminescence, uHTS | actives 0.12% (n = 330,000) | Intestinal-type alkaline phosphatase (Homo sapiens), P09923 | purified IAP, CDP-Star luminescence, 30 min | inhibition, % at 10 µM | AID 2544, 2010;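 active = inhibition reaching a set limit with compound at 10 µM in the primary screen, cut at about 35% in these data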;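 also: plate controls were DMSO wells with enzyme for no effect and no-enzyme buffer wells for full effect; values of inactives mirror those of a sister screen read the other way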
# mIAP activ: activators of mouse IAP, primary screen, biochemical, luminescence, uHTS; intestinal alkaline phosphatase [Mus musculus]; muIAP, CDP-Star luminescence, 30 min; stronger effect = higher value; 1 = vehicle-only enzyme signal, 0 = enzyme-free wells; activation factor at 10 µM; actives 0.24% (n = 330,000);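 active = activation factor of at least 2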; also: the source names both 10 and 20 µM as test concentration; values of inactives mirror those of a sister screen read the other way
#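 Assay system: mouse IAP enzyme / Compound: DMSO-dissolved test compounds / Timing: 30 min, room temperature / Measured by: luminescence from enzymatic CDP-Star hydrolysis / Control set: DMSO-only wells, enzyme-free buffer wells as negative control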
# An asterisk follows results filed as active; · = no result given.
SMILES,A3A deaminase,beta cell repl,NR3A LBD binder,A3G deaminase,MPTP block,mIAP inh,hIAP activ,hIAP inh,mIAP activ
C=C1CCN([C@@H](C)C(=O)NCc2ccc(Cl)cc2)S(=O)(=O)c2ccccc21,2,-3,-2,4,0.8,0,1.1,-14,1
O=[N+]([O-])c1cc(S(=O)(=O)Nc2ccccc2)ccc1NCc1cccnc1,1,-4,-4,0,4.6,11,1,-3,0.89
COC(=O)c1sc(=S)n(-c2ccc(Cl)cc2)c1C,3,0,0,0,-1.7,-3,0.85,15,1
CCOC(=O)c1c(C)[nH]c(C)c1C(=O)CSc1ncccn1,4,1,-1,0,0.0,0,1.2,-22,1
NS(=O)(=O)c1ccc(CNS(=O)(=O)c2cccc3nonc23)cc1,-1,1,2,1,1.7,0,1,-4,1
CCCC1(C(=O)OCC)NC(c2ccc(N(C)C)cc2)C2C(=O)N(c3ccc4c(c3)OCCO4)C(=O)C21 (centres undefined),-5,-1,17*,-3,0.9,8,1.1,-15,0.92
CC(C)CN(C(=O)c1ccc(N2CCCC2=O)cc1)C1CCS(=O)(=O)C1 (centres undefined),3,6,1,-8,1.1,9,0.94,6,0.91
Oc1c(Br)cc(Br)cc1CNc1cccc2cccnc12,6,-4,-1,1,5.9,39,1.2,-16,0.61
O=C(NNC(=O)c1ccc2c(c1)OCO2)NC1CCCCC1,2,-1,-3,-2,-0.3,0,1,-2,1
COc1cc(-c2ccc3c(=O)c4ccccc4sc3c2)cc(OC)c1OC,-2,-4,2,-7,1.0,11,1.1,-8,0.89
O=C(CSc1ncnc2ccccc12)c1ccc2c(c1)OCCO2,-1,-1,-1,-3,58*,13,1,0,0.87
COc1ccc(CC(NC(C)=O)C(=O)NC2CCN(S(=O)(=O)c3ccc(NC(C)=O)cc3)CC2)cc1OC (centres undefined),-5,2,0,0,-1.0,2,0.86,14,0.98
C=CCOC(=O)C1=C(C)NC(=O)NC1c1ccc(Cl)cc1 (centres undefined),-1,-1,-1,-3,-0.6,-6,0.92,8,1.1
COc1ccc(OCC(=O)OCCNC(=O)c2cccnc2)cc1,-3,0,1,-8,-0.2,1,1,-5,0.99
COc1ccc2c(c1)C(=O)N(c1ccccc1C)C(=O)C2(C)C,5,6,-2,-1,0.1,2,1,-2,0.97
COc1ccc(N2C(=O)c3ccccc3S2(=O)=O)cc1,3,-2,0,-1,1.5,-4,0.96,4,1
Cc1ccc(-n2c(SCC(=O)O)nc3sc4c(c3c2=O)C(C)CCC4)cc1 (centres undefined),-1,-6,0,-3,0.2,3,0.89,11,0.97
O=C1/C(=C/c2ccccc2)SC(=S)N1C1CCS(=O)(=O)C1 (centres undefined),-4,0,-1,-5,9.9,10,1.3,-27,0.9
COc1ccccc1N(C)S(=O)(=O)c1ccc(C(=O)NCC2CCCCC2)cc1,-3,-7,-4,-9,-0.2,-4,0.98,2,1
Cc1ccc(-n2ncc(C(=O)NCC3CCN(C4CCCC4)C3)c2C2CCN(C(=O)OC(C)(C)C)CC2)cc1 (centres undefined),-1,-6,2,6,-1.2,-6,1.2,-23,1.1
CCOC(=O)C1=C(CSc2nc3c(cc2C#N)CN(C)CC3)OC(N)=C(C#N)C1c1ccc(Cl)cc1 (centres undefined),-1,-1,-5,0,-0.3,3,1.3,-26,0.97
COC(=O)c1ccccc1NC(=O)CSc1ccccn1,2,0,1,0,2.8,12,0.99,1,0.88
N#CCC(=O)N/N=C1\CCCCC1C1CCCCC1 (centres undefined),-6,-2,-5,-9,1.5,1,1.1,-8,0.99
CCc1ccc(-c2cc(C)no2)cc1S(=O)(=O)N1CCOc2ccc(C)cc21,-2,-7,-1,-2,0.5,13,0.82,18,0.87
COc1ccc(C(CC(=O)NCc2ccco2)c2ccc(F)cc2)cc1 (centres undefined),0,0,0,-4,0.0,6,0.76,24,0.94
COc1cc(NC(=O)COC(=O)/C=C/c2c(C)nn(-c3ccc(F)cc3)c2Cl)cc(OC)c1,1,-2,-23,0,6.2,0,1,-4,0.99
CC(C)NC(=O)N1CCC(c2nc3ccccc3s2)CC1,-3,-3,1,-3,-1.1,10,0.79,21,0.91
COc1ccc(N(CC(=O)NCCSCc2cccc(Cl)c2)S(C)(=O)=O)cc1Cl,3,-5,-4,2,0.4,-6,1.1,-11,1.1
O=C(NCCC1CCCCN1S(=O)(=O)c1cccs1)C(=O)Nc1ccccc1F (centres undefined),-2,1,1,-4,-0.6,1,1,-2,0.99
C=CCn1cccc(C(=O)Nc2ccc(OC)c(OC)c2)c1=O,0,-2,-2,0,-1.8,2,1.2,-17,0.98
CC1CCN(C(=O)CN2c3cccc4cccc(c34)S2(=O)=O)CC1,-1,-2,1,-6,1.7,0,0.99,1,1
Cc1c(CC(=O)NCCCC(=O)O)c(=O)oc2cc3occ(-c4ccccc4)c3cc12,-6,1,1,-6,0.5,-4,1,-1,1
O=C(NCC1CCCCC1)c1cc(S(=O)(=O)N2CCCCC2)ccc1Cl,-3,-1,1,-10,0.1,-3,0.98,2,1
CCOC(=O)C1CCCN(c2ccc(NC(=O)c3snc4c(=O)[nH]c(C)nc34)cc2)C1 (centres undefined),1,1,-14,-1,3.4,8,1,-3,0.92
CC(C)OC(=O)CSc1nc2cccnc2n1-c1ccc(F)cc1,-6,-1,0,-7,1.0,0,0.96,4,1
Cc1ncoc1C(=O)N1CCCC(CCC(=O)NCc2ccccc2F)C1 (centres undefined),3,-1,1,1,-3.1,7,1.1,-10,0.93
O=[N+]([O-])c1ccc(Oc2ccc(F)cc2Br)c2ccncc12,26,-2,6,-2,2.0,11,0.97,3,0.89
O=C(O)CCn1c(=O)n(CCC(=O)O)c(=O)n(CCC(=O)O)c1=O,14,-1,-2,4,-0.3,-5,0.96,4,1.1
[O-][n+]1onc2c1CCc1nnccc1-2,1,-3,0,-2,-2.5,-2,0.95,5,1
CS(=O)(=O)Oc1ccc2c(c1)O/C(=C\c1cccc([N+](=O)[O-])c1)C2=O,1,-4,-1,-6,0.7,11,0.91,9,0.89
COc1cccc(C2=CC(=O)C[C@H](c3ccc(Cl)cc3)C2)c1,-1,1,-5,-9,0.4,-2,1.1,-15,1
CCOC(=O)N1CCC2(CC1)CC(=O)c1c(ccc3oc(C(=O)O)c(C)c13)O2,1,-2,-1,-2,-5.2,5,0.89,11,0.95
Cc1cccc(NS(=O)(=O)c2ccc(C(=O)N3CC(C)OC(C)C3)cc2)c1C (centres undefined),-3,-4,0,-9,0.0,2,0.88,12,0.98
O=C(CCCn1c(=O)oc2ccccc21)Nc1cccnc1,-2,0,0,-5,1.8,5,0.94,6,0.95
CC[C@H]1C/C=C\Cc2ccccc2[C@@H](C(=O)C[C@@H](O)CC(C)=O)OC1=O,-4,-3,0,-9,-0.2,-4,1,-4,1

# Next part; the last 2 above are carried over.
SMILES,A3A deaminase,beta cell repl,NR3A LBD binder,A3G deaminase,MPTP block,mIAP inh,hIAP activ,hIAP inh,mIAP activ
O=C(CCCn1c(=O)oc2ccccc21)Nc1cccnc1,-2,0,0,-5,1.8,5,0.94,6,0.95
CC[C@H]1C/C=C\Cc2ccccc2[C@@H](C(=O)C[C@@H](O)CC(C)=O)OC1=O,-4,-3,0,-9,-0.2,-4,1,-4,1
COCCOC1CCN(C(=O)c2ccc(OC)c(OC3CCN(C(C)C)CC3)c2)CC1,-3,0,1,-8,0.8,4,1.1,-10,0.96
O=C(Nc1ccc(Nc2ccccc2)cc1)C(Cl)(Cl)Cl,3,-2,6,-2,0.0,8,0.95,5,0.92
COc1ccc(OC)c(C=Nc2ccccc2-c2nc3ccccc3[nH]2)c1,-3,1,-11,-8,-1.4,-10,1.1,-6,1.1
COC(=O)c1oc2ccc(Br)cc2c1NC(=O)c1ccccc1,-1,-1,-2,-6,-2.5,10,0.87,13,0.9
CCCNS(=O)(=O)c1ccc(Oc2ncc(C(F)(F)F)cc2Cl)cc1,-2,-2,-1,-6,7.4,6,1.1,-9,0.94
CC1(NC(=O)Nc2cc([N+](=O)[O-])ccc2O)CCS(=O)(=O)C1 (centres undefined),-2,-1,-1,0,-0.9,18,0.87,13,0.82
O=C(NCc1cccnc1)c1cccc(NS(=O)(=O)c2ccc(Br)cc2)c1,3,-2,-5,14,0.0,-9,1.1,-8,1.1
COc1ccccc1C1=Nn2c(COc3ccccc3)nnc2SC1,-3,-3,·,51*,·,-7,1.1,-6,1.1
CC(=O)O/N=C(\N)c1cnn2c(C(F)(F)F)cc(C(F)(F)F)nc12,-4,-2,-2,-9,2.0,2,0.89,11,0.98
CC(=O)C1=C(C)OC(N)=C(C#N)C1c1cc([N+](=O)[O-])ccc1Cl (centres undefined),-2,-3,0,-9,3.3,4,1.1,-6,0.95
COc1cc(NC(=O)CN2CCCCC2)c(C)cc1[N+](=O)[O-],1,0,-1,0,0.4,1,1.1,-13,0.99
Cc1ccc(N2CC(C(=O)OCC(=O)c3c(N)n(CC(C)C)c(=O)n(C)c3=O)CC2=O)cc1 (centres undefined),1,-2,3,-11,-0.5,-7,1.3,-30,1.1
COc1ccc(Cl)cc1C(=O)OCC(=O)NCc1cccs1,-4,0,2,-8,-1.5,-2,0.99,1,1
O=C1N=C(N2C=CC(=C3C=CNC=C3)C=C2)/C(=C/N=NC(=O)c2ccccc2)S1,5,-4,-1,4,-0.2,18,0.72,28,0.82
Cc1nc(SCc2ccc(F)cc2)c2oc3ccccc3c2n1,0,2,3,-6,2.0,7,0.87,13,0.93

# Structural class, the entries above with a thiophene ring, fused or not.
SMILES,A3A deaminase,beta cell repl,NR3A LBD binder,A3G deaminase,MPTP block,mIAP inh,hIAP activ,hIAP inh,mIAP activ
Cc1ccc(-n2c(SCC(=O)O)nc3sc4c(c3c2=O)C(C)CCC4)cc1 (centres undefined),-1,-6,0,-3,0.2,3,0.89,11,0.97
O=C(NCCC1CCCCN1S(=O)(=O)c1cccs1)C(=O)Nc1ccccc1F (centres undefined),-2,1,1,-4,-0.6,1,1,-2,0.99
COc1ccc(Cl)cc1C(=O)OCC(=O)NCc1cccs1,-4,0,2,-8,-1.5,-2,0.99,1,1

# Continuation:
SMILES,A3A deaminase,beta cell repl,NR3A LBD binder,A3G deaminase,MPTP block,mIAP inh,hIAP activ,hIAP inh,mIAP activ
CCCCn1c(/C=C/c2ccco2)nc2ccccc21,7,-6,-3,6,-1.8,20,0.95,5,0.8
O=C(COc1ccccc1)c1cn(CC(=O)N2CCOCC2)c2ccccc12,-4,-4,2,-11,0.2,5,1.1,-11,0.95
CCCOc1ccc(NC2=CC(=O)CC(C)(C)C2)cc1,6,-2,-8,4,0.2,7,1,-4,0.93
CCCOc1ccc(C(=O)Nc2ccc(Cl)cn2)cc1,3,-3,-12,0,2.0,-3,0.97,3,1
COc1ccc(NC(=O)CN2CCN(c3ccccc3)CC2)cc1,-3,-2,0,0,-2.2,-4,1.3,-26,1
COc1ccc(S(=O)(=O)Cc2ccc(C(=O)O)o2)cc1,-1,1,0,-8,0.8,7,0.82,18,0.93

# Rows were taken by chance (roughly 5% active in at least one column).
